RmlCD inh 1536: blocks M. tuberculosis RmlC and RmlD coupled enzymes; inhibition, % at 3.6 µM; P9WH09+P9WH11; RmlC+RmlD coupled enzyme assay, percent inhibition; primary screen in compound mixtures; 0.03% of 160,000 active; in the data active = inhibition mostly above about 34%, no sharp cut-off; also: some results filed as inactive read as strong as hits
Target sequence (P9WH09 whole entry, looked up): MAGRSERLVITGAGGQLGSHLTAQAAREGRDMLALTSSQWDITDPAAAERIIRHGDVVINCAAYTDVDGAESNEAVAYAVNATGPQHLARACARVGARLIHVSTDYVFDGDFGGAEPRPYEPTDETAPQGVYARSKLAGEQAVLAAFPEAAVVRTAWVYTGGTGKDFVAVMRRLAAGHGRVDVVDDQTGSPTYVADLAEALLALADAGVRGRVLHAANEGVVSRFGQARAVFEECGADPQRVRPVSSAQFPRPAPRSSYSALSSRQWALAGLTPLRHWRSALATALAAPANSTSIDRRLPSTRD
Target sequence (P9WH11 whole entry, looked up): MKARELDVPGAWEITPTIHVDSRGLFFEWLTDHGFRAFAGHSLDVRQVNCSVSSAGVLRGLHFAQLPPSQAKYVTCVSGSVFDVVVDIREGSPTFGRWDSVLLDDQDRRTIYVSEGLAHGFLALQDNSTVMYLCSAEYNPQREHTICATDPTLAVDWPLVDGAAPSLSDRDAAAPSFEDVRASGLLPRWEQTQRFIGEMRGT
M. tuberculosis GlmU: inhibition of mycobacterial GlmU enzyme – biochemical, glucosamine-1-phosphate acetyltransferase (AID 1376) | M. tuberculosis GlmU acetyltransferase enzyme assay; higher % means a stronger effect | 0.25% of 220,000 active | inhibition, %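 (tested at 30 µM in the primary screen)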; hits with a dose series show IC50 in µM; in the data active = inhibition above about 13%;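 also: 0% = complete reaction with vehicle and 100% = reaction without substrate; strong numbers were not always called active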
* hit, by the source's call; . = not tested or not shown.

[1] CCCCn1nnnc1NCc1cccnc1
[2] Cc1nc(C(=O)N2CCOCC2)sc1C1(C)CC(c2ccccc2)=NO1 (stereo not drawn)
[3] Cc1ccc(C(=O)NC(C)c2ccccc2)o1 (stereo not drawn)
[4] Cc1ccc(C(=O)OCC(=O)NCc2cccs2)cc1S(=O)(=O)N1CCOCC1
[5] O=C(COc1cccc(NC(=O)c2cccc([N+](=O)[O-])c2)c1)c1ccc(Br)cc1
assay / entry,1,2,3,4,5
RmlCD inh 1536,.,.,.,-6,.
M. tuberculosis GlmU,10%,1.9%,0.2%,9.9%,3.7%

[6] CN(c1ccccc1)S(=O)(=O)c1cccc(NC(=O)c2cncc(Br)c2)c1
[7] COc1ccccc1/C=C(\C#N)C(=O)Nc1ccc(S(N)(=O)=O)cc1
[8] Cc1nn(CC(=O)c2ccc(Br)s2)c(C)c1[N+](=O)[O-]
[9] O=C(C1=NN(c2ccccc2)C2C(=O)N(c3ccccc3)C(=O)C12)c1ccccc1 (stereo not drawn)
[10] O=C(O)/C=C/c1cnn(-c2ccccc2)c1
assay / entry,6,7,8,9,10
RmlCD inh 1536,.,0,-10,-16,-8
M. tuberculosis GlmU,1.1%,2.2%,-2.3%,-1.1%,3.9%

[11] Cc1cc(N/N=C/c2ccccc2Cl)nc(NCc2ccccc2)n1
[12] Cc1ccccc1NC(=O)c1cccc(OCc2c(C)noc2C)c1
[13] COc1ccc(C2C(C#N)=C(C)NC3=C2C(=O)CC(C)(C)C3)c(OC)c1 (stereo not drawn)
[14] CCC(Oc1ccccc1)C(=O)N1CCN(c2ccccn2)CC1 (stereo not drawn)
[15] Cc1oc2c(CN3CCCC3)c(O)ccc2c(=O)c1-c1ccc(Cl)cc1
assay / entry,11,12,13,14,15
RmlCD inh 1536,-125,-6,10,1,9
M. tuberculosis GlmU,-3.6%,-1.7%,-2.8%,-2.7%,.

[16] COC(=O)c1cc(=O)n(-c2c(Cl)cc(C(F)(F)F)cc2Cl)[nH]1
[17] CN(C)S(=O)(=O)c1ccc(N2CCCC2)c(C(=O)Nc2nc3c(ccc4ccccc43)s2)c1
[18] COc1ccc(NC(=O)c2csc3c2CCCCC3)c(OC)c1
[19] CCOc1cc(N2CCOCC2)c(OCC)cc1NC(=O)CN1CCCC(C)C1 (stereo not drawn)
[20] CCCOc1ccc(C(=O)CCC(=O)OCC(=O)Nc2cc(C)on2)cc1
assay / entry,16,17,18,19,20
RmlCD inh 1536,-9,4,2,-2,-3
M. tuberculosis GlmU,-3.1%,3.8%,-3.7%,-1.7%,-1.0%

[21] COc1cc2c(cc1NC(=O)CSc1ccccn1)oc1ccccc12
[22] CC(C)C(C)NC(=O)COc1ccc([N+](=O)[O-])cc1Cl (stereo not drawn)
[23] S=C(NCCc1ccccn1)NC1CCCCC1
[24] COc1ccc2c(c1)Cc1sc(NC(C)=O)nc1-2
[25] COc1ccc(C(=O)NCC(=O)OCc2ccc(F)cc2Cl)cc1OC
assay / entry,21,22,23,24,25
RmlCD inh 1536,-3,.,29,.,20
M. tuberculosis GlmU,.,-0.5%,-0.3%,-3.9%,2.3%

[26] COc1cc(CNn2c(C)n[nH]c2=S)cc(Br)c1OCc1ccc(F)cc1
[27] CN(C)CCCNc1c2c(nc3cc(-c4cccc(F)c4)nn13)CCC2
[28] Cc1nc(C)c(C(=O)C2=C(O)C(=O)N(CCN3CCOCC3)C2c2cccnc2)s1 (stereo not drawn)
[29] Cc1cc(C)n(-c2cc(=O)n(C)c(=O)n2C)n1
[30] Brc1ccccc1-c1nnc(COc2cccc3cccnc23)o1
assay / entry,26,27,28,29,30
RmlCD inh 1536,-10,6,-5,-10,4
M. tuberculosis GlmU,5.4%,-5.8%,-1.8%,-1.6%,6.2%

[31] O=[N+]([O-])c1ccc(N2CCNCC2)c(S(=O)(=O)N2CCOCC2)c1
[32] COc1cc(CN(C)CCc2ccccn2)cc(OC)c1OC
[33] Cc1cccc2cc(C3CC(c4ccco4)=NN3C(=O)CCC(=O)O)c(Cl)nc12 (stereo not drawn)
[34] CN(c1ccccc1C(=O)N1CCN(c2cccc(Cl)c2)CC1)S(C)(=O)=O
[35] COCCOC(=O)C1=C(C)NC(=O)N(C(C)=O)C1c1ccc(Cl)cc1 (stereo not drawn)
assay / entry,31,32,33,34,35
RmlCD inh 1536,-8,-8,1,-11,.
M. tuberculosis GlmU,4.3%,-2.5%,7.2%,1.9%,0.4%

[36] OCC[C@@H]1C[C@@H](O)[C@H](O)[C@@]2(CCCO2)O1
[37] CN(C)c1nc(OCCNC(=O)Nc2ccccc2)nc(N2CCCCC2)n1
[38] CCOC(=O)C1(CCc2ccccc2)CCN(C(=O)CCn2cncn2)CC1
[39] CCCC(=O)Nc1ccc(C(=O)O)cc1NC(=O)CCC
[40] O=C(Nc1nccs1)C1CCN(S(=O)(=O)c2ccc(Cl)c(C(F)(F)F)c2)CC1
assay / entry,36,37,38,39,40
RmlCD inh 1536,.,3,.,0,.
M. tuberculosis GlmU,-1.1%,1.4%,1.2%,2.2%,-1.8%

[41] c1ccc(-c2nnc3ccc(N4CCCC4)nn23)cc1
[42] N#CC1=C(N)SC(C(=O)c2ccccc2)C1c1cccs1 (stereo not drawn)
[43] COc1ccc(Cl)cc1NC(=O)CN(C)CC(=O)Nc1ccccc1C(F)(F)F
[44] CCOc1ccccc1N(C(C)=O)S(=O)(=O)c1ccc(Cl)cc1
[45] CC(=O)N=C1SC2CS(=O)(=O)CC2N1c1cccc(Cl)c1Cl (stereo not drawn)
assay / entry,41,42,43,44,45
RmlCD inh 1536,11,.,4,-6,.
M. tuberculosis GlmU,2.7%,-1.2%,2.3%,2.8%,2.9%

[46] CCNC(=O)CSc1nnc(-c2ccc(OC)cc2)n1CC(C)C
[47] CCN(Cc1ccccc1)S(=O)(=O)c1ccc(OC)c2ncccc12
[48] Cc1c(O)c(CN(C)C)cc2c1oc(=O)c1ccccc12
[49] O=C(CSCC(=O)OCC(=O)c1ccc(Br)cc1)Nc1cccc2ccccc12
[50] Cc1cc(C(=O)NNC(=S)Nc2ccccc2)nn1C
assay / entry,46,47,48,49,50
RmlCD inh 1536,-4,.,-12,0,.
M. tuberculosis GlmU,0.3%,-6.8%,9.5%,5.9%,1.6%

[51] S=C(NCc1ccc(Cl)cc1)Nc1ccc(Cl)cc1Cl
[52] CNC(=S)N/N=C/c1ccc(-c2ccc(Cl)c([N+](=O)[O-])c2)o1
[53] CC1CCCN(Cc2nc3c(c(=O)n(C)c(=O)n3C)n2Cc2c(F)cccc2Cl)C1 (stereo not drawn)
[54] CC1CCCN(C(=S)Nc2ccc(Nc3ccccc3)cc2)C1 (stereo not drawn)
[55] O=C(NN1C(=O)C2C3C=CC([C@@H]2C1=O)C31CC1)c1ccccc1 (stereo partly drawn)
assay / entry,51,52,53,54,55
RmlCD inh 1536,7,-6,10,-17,4
M. tuberculosis GlmU,4.9%,-3.0%,0.3%,-1.3%,6.2%

[56] CN(C)C(CNC(=O)c1ccc2nc[nH]c2c1)c1ccccc1 (stereo not drawn)
[57] COc1ccc(CCN2CC(C(=O)NCCc3ccc(C)cc3)CC2=O)cc1OC (stereo not drawn)
[58] COCCNC(=O)c1noc2c1CCc1cc(OC)ccc1-2
[59] O=[N+]([O-])c1ccccc1/C=N/n1c(C(F)(F)F)n[nH]c1=S
[60] c1ccc(-n2cnc3cc(NCc4ccco4)ccc32)cc1
assay / entry,56,57,58,59,60
RmlCD inh 1536,-8,39,12,-6,-14
M. tuberculosis GlmU,-3.7%,1.6%,3.2%,6.1%,3.8%

[61] O=C(CCN1C(=O)C2C3C=CC(C3)C2C1=O)N1CCN(c2ccc([N+](=O)[O-])cc2)CC1 (stereo not drawn)
[62] CCOC(=O)CSc1nnc(-c2cccs2)n1-c1ccccc1
[63] CCCC(=O)N1CCN(c2ccc(NC(=S)NC(=O)CC)cc2)CC1
[64] CCOC(=O)/C(C#N)=C/c1cccc(F)c1
[65] CSc1nc2ccsc2c(=O)n1-c1cccnc1
assay / entry,61,62,63,64,65
RmlCD inh 1536,-1,.,-6,4,0
M. tuberculosis GlmU,3.5%,0.1%,2.9%,1.4%,1.4%

[66] COc1ccc(CN2CCOCCOCCOCC2)cc1
[67] COc1ccc(C(=O)O/N=C(/c2ccccc2)c2ccncc2)cc1
[68] N#CCc1c(C#N)c(N)nc(N2CCOCC2)c1C#N
[69] Cc1nnsc1C(=O)NNC(=O)c1ccc(C(F)(F)F)cc1
[70] CCc1nc2oc3ccccc3c(=O)c2c(=O)n1Cc1ccccc1
assay / entry,66,67,68,69,70
RmlCD inh 1536,8,45,.,5,6
M. tuberculosis GlmU,-0.6%,1.9%,4.4%,4.5%,3.6%

[71] CCCCCCCCCC[n+]1cccc(C(=O)N(CC)CC)c1
[72] Brc1ccccc1-n1nnc(-c2cccnc2)n1
[73] NS(=O)(=O)c1ccc(NC(=O)CSc2nc3ccccc3n2-c2ccccc2)cc1
[74] O=C1CC(N2CCCCCC2)C(=O)N1c1ccc2c(c1)OCO2 (stereo not drawn)
[75] COc1ccc(C2CC(=O)C(CS(=O)(=O)c3ccccc3)C(=O)C2)cc1 (stereo not drawn)
assay / entry,71,72,73,74,75
RmlCD inh 1536,-7,.,28,.,18
M. tuberculosis GlmU,-5.0%,-0.5%,2.2%,1.6%,5.8%

[76] c1ccc(CN2CCN(CCOCCOc3ccc4c(c3)CCC4)CC2)cc1
[77] CCOC(=O)C(C)Oc1cccc2c(=O)n(CC(=O)NCCc3ccc(OC)c(OC)c3)ccc12 (stereo not drawn)
[78] CC1CCN(CCn2c(=S)[nH]c3ncccc3c2=O)CC1
[79] COCCN(C(=S)Nc1ccccc1C)C(C)c1ccco1 (stereo not drawn)
[80] CCN(CC)S(=O)(=O)c1cc(NC(=O)CCNC(=O)c2ccccc2Cl)ccc1C
assay / entry,76,77,78,79,80
RmlCD inh 1536,7,.,.,3,-1
M. tuberculosis GlmU,0.8%,0.1%,1.1%,0.3%,-5.4%

Taken from the results shown (12 entries):
[67] COc1ccc(C(=O)O/N=C(/c2ccccc2)c2ccncc2)cc1
[68] N#CCc1c(C#N)c(N)nc(N2CCOCC2)c1C#N
[69] Cc1nnsc1C(=O)NNC(=O)c1ccc(C(F)(F)F)cc1
[70] CCc1nc2oc3ccccc3c(=O)c2c(=O)n1Cc1ccccc1
[71] CCCCCCCCCC[n+]1cccc(C(=O)N(CC)CC)c1
[72] Brc1ccccc1-n1nnc(-c2cccnc2)n1
[73] NS(=O)(=O)c1ccc(NC(=O)CSc2nc3ccccc3n2-c2ccccc2)cc1
assay / entry,67,68,69,70,71,72,73
RmlCD inh 1536,45,.,5,6,-7,.,28
M. tuberculosis GlmU,1.9%,4.4%,4.5%,3.6%,-5.0%,-0.5%,2.2%

[74] O=C1CC(N2CCCCCC2)C(=O)N1c1ccc2c(c1)OCO2 (stereo not drawn)
[75] COc1ccc(C2CC(=O)C(CS(=O)(=O)c3ccccc3)C(=O)C2)cc1 (stereo not drawn)
[76] c1ccc(CN2CCN(CCOCCOc3ccc4c(c3)CCC4)CC2)cc1
[77] CCOC(=O)C(C)Oc1cccc2c(=O)n(CC(=O)NCCc3ccc(OC)c(OC)c3)ccc12 (stereo not drawn)
[78] CC1CCN(CCn2c(=S)[nH]c3ncccc3c2=O)CC1
assay / entry,74,75,76,77,78
RmlCD inh 1536,.,18,7,.,.
M. tuberculosis GlmU,1.6%,5.8%,0.8%,0.1%,1.1%

Next results.
[81] O=C(CN1C(=O)C2CCCCC2C1=O)OCc1nnc(-c2ccccc2)o1 (stereo not drawn)
[82] CCOc1ccc(Br)c(C2(O)CC(C)N(C)CC2C)c1 (stereo not drawn)
[83] COc1cc(C=C2C(=O)NC(=O)NC2=O)ccc1OCc1ccc([N+](=O)[O-])cc1
[84] CC(c1ccccc1)C1NC(C(=O)O)CS1 (stereo not drawn)
[85] Cn1c(=O)c2c(nc(N3CCOCC3)n2C/C=C/c2ccccc2)n(C)c1=O
assay / entry,81,82,83,84,85
RmlCD inh 1536,2,-11,11,1,-5
M. tuberculosis GlmU,-3.4%,1.8%,-4.4%,0.7%,1.0%

[86] COC(=O)C(C)Sc1nc2c(c(=O)[nH]c(=O)n2C)n1CCC(C)C (stereo not drawn)
[87] COc1c2c(nc3occc13)C(CC=C(C)C)(OC)C(=O)C=C2 (stereo not drawn)
[88] Cc1ccccc1NC(=O)OCc1cccnc1Sc1ccc(Cl)cc1
[89] Clc1ccc(SCc2cc(-c3ccccc3)on2)cc1
[90] CSc1nnc(-c2cc[n+](C)cc2)n1CCO
assay / entry,86,87,88,89,90
RmlCD inh 1536,-9,-14,2,-17,10
M. tuberculosis GlmU,1.6%,2.2%,6.1%,1.9%,0.6%

[91] O=c1cc(C(F)(F)F)[nH]c2ccc(OC(F)(F)F)cc12
[92] CCN(CC)c1ccc(NC(=O)c2nc3nc(C)cc(C(F)F)n3n2)cc1
[93] CC1=CC(C)(C)n2c(O)c(N=NC(N)=S)c3cc(C)cc1c32
[94] COc1ccc(C(=O)CC(c2ccccc2)C2C(=O)CCCC2=O)cc1 (stereo not drawn)
[95] O=C1NC(=O)c2cc(NC(=O)C3CCCO3)ccc21 (stereo not drawn)
assay / entry,91,92,93,94,95
RmlCD inh 1536,.,9,7,.,.
M. tuberculosis GlmU,-6.5%,-2.9%,7.4%,-0.1%,5.6%

[96] CC(=O)Cc1nsc(NC(=O)c2ccc(-c3ccc(Cl)c(C(F)(F)F)c3)o2)n1
[97] CC1=NN2C(=N)/C(=C\c3cc(C)n(-c4cccc(C)c4)c3C)C(=O)N=C2S1
[98] CCCCOc1ccc(C2(C)CC(=O)NC2=O)cc1 (stereo not drawn)
[99] O=C(COC(=O)c1ccccc1)Nc1ccccc1N1CCOCC1
assay / entry,96,97,98,99
RmlCD inh 1536,.,11,.,.
M. tuberculosis GlmU,-2.4%,4.0%,-6.5%,-4.1%

A portion of the library, so the mix of outcomes need not match the whole.
